Assay outcomes: PubChem BioAssay, National Center for Advancing Translational Sciences (NCATS)
GLP-1R agonist – qHTS of GLP-1 Receptor Agonists; HEK293 GLP-1R CRE-luciferase, luminescence, 4-6 h; cells express a hypersensitive GLP-1R form; 380,000 tested, 0.007% active; AID 624172, 2012; Potency, µM (highest dose often 45.6 µM), for inactives: top-dose activation, most hits filed as activators; further: potency means the concentration at half of the fitted maximal effect; % of control where 0% means no effect
PLK1 PBD block – qHTS for Inhibitors of PLK1-PDB (polo-like kinase 1 - polo-box domain): Primary Screen; Serine/threonine-protein kinase PLK1 (Homo sapiens), P53350; Plk1 PBD binding of FITC phosphopeptide, fluorescence polarization; Potency, µM, without a hit: max response, negative = inhibition, hits mostly inhibitors; 360,000 tested, 2.8% active; further: potency means the concentration at half of the fitted maximal effect; series mostly up to about 57 µM; on the % scale 0 is the no-effect control and ±100 the full control effect; nearly all actives have a fitted effect of over 65% in size
HEK293 tox – qHTS of GLP-1 Receptor Inverse Agonists: Cytotox Screen | HEK293 cAMP-luciferase reporter cells, luminescence, 24 h | Potency, µM (series often up to 38.3 µM), without a hit: top-dose activity change, negative = inhibition, hits mostly inhibitors | 410,000 tested, 0.13% active | AID 624418, 2012;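 further: loss of luciferase light is scored as toxicity; potency means the concentration at half of the fitted maximal effect; on the % scale 0 is the no-effect control and ±100 the full control effect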
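1536-well qHTS counterscreen of the MLSMR; 200 cells/uL, 12 h pre-incubation, 23 nL cpd, 24 h at 37 deg C 5% CO2, luciferase detection reagent, 12 min RT, luminescence. Inhibition = undesired.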
D3 ag – qHTS of D3 Dopamine Receptor Agonist: qHTS. AID 652048, 2013. D3R DiscoveRx beta-arrestin cells, luminescence, 90 min. 410,000 tested, 0.58% active. D(3) dopamine receptor (Homo sapiens), P35462. max activation, %; in the data active means max activation above about 30%; further: 0% is about no effect; mostly tested at two doses, the higher about 12 µM
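Agonist mode: compounds and dopamine controls were applied to plated cells for 90 min at 37 degrees C after an overnight attachment at 1500 cells/well. Luminescent read-out followed 30 - 60 minutes at room temperature with DiscoveRx detection reagent.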
DRD3 antagonist – qHTS of D3 Dopamine Receptor Antagonist: qHTS. D(3) dopamine receptor (Homo sapiens), P35462. D3R cells, DiscoveRx beta-arrestin luminescence, antagonist mode; stronger effect = lower value. max response, negative = inhibition, %. 360,000 tested, 2.5% active. AID 652054, 2013; in the data active means max response below about -50%; inconclusive means no clear call, values can overlap the other calls; further: on the % scale 0 is the no-effect control and ±100 the full control effect; mostly tested at two doses, the higher about 12 µM
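Cells expressing the human receptor were seeded at 1500 cells/well, incubated overnight at 37 degrees C in 5% CO2, then exposed to library compounds with dopamine controls for 90 minutes at 37 degrees C before luminescent detection.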
GLP1R inv ag – qHTS of GLP-1 Receptor Inverse Agonists (Inhibition Mode) | 410,000 tested, 1.6% active | Potency, µM (titrated, usually from 38.3 µM), for inactives: top-dose activity change, negative = inhibition, actives largely listed as inhibitors | HEK293 GLP-1R CRE-luciferase, luminescence, 24 h; GLP-1R form is constitutively active | AID 624417, 2012; further: potency means the concentration at half of the fitted maximal effect; on the % scale 0 is the no-effect control and ±100 the full control effect; nearly all actives have a fitted effect of over 55% in size
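Stable HEK293 clone (constitutively active GLP-1R + cAMP-response luciferase); 200 cells/uL plated, 12 h pre-culture, compound 24 hr, 37 deg C/5% CO2; detection reagent 12 min RT; luminescence.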
PI5P4Ka inh – qHTS for Inhibitors of phosphatidylinositol 5-phosphate 4-kinase (PI5P4K). Phosphatidylinositol 5-phosphate 4-kinase type-2 alpha (Homo sapiens), P48426. PI5P4Kalpha enzyme, ADP-Glo luminescence, 60 min; stronger effect = lower value. max response, %. 330,000 tested, 1.2% active; active means max response of -50% or lower; inconclusive means between -30% and -50%; inactive means -30% or higher; further: value at the top dose of about 77 µM; on the % scale 0 is the no-effect control and ±100 the full control effect
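ADP-Glo luminescence end-point read after a 60 min room-temperature kinase reaction of PI5P4Kalpha plus substrate, initiated with ATP at 5 microM final. Buffer: 0.038 M HEPES pH 7.4, EGTA, 0.1% CHAPS, 5% DMSO.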
IL2 activator – qHTS of IL-2 Activators. IL-2 activation reporter assay, cell-based qHTS; stimulated with anti-CD3/CD4/CD28 beads; in transgenic mouse T cells. activation, % (series mostly up to about 46 µM). 360,000 tested, 0.065% active. AID 652025, 2013; in the data active means activation above about 50%; inconclusive means mostly about 30% to 49%; further: 0% is about no effect
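Unstimulated transgenic mouse T cells, 750 per well, received compound and, after 60 minutes, anti-CD3/anti-CD4 bead plus anti-CD28 stimulation. EGFP and DsRed were quantified after 18 hours.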
WRN inhibitor – qHTS for Inhibitors of WRN Helicase. AID 651768, 2012. 360,000 tested, 0.46% active. Potency, µM (doses to about 114 µM), for inactives: at the top dose activity change, negative = inhibition, hits mostly inhibitors. WRN helicase unwinding, fluorescent forked duplex, kinetic. Bifunctional 3'-5' exonuclease/ATP-dependent helicase WRN (Homo sapiens), Q14191; further: potency means the concentration at half of the fitted maximal effect; on the % scale 0 is the no-effect control and ±100 the full control effect; nearly all actives have a fitted effect of over 55% in size
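Kinetic fluorescence helicase assay: unwinding of a quenched forked DNA duplex (100 nM final) with 2 mM ATP final raises red fluorescence (525/598 nm). Compounds sat 15 min at room temperature with 20 nM WRN beforehand.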
Numbers without * were called inactive; ? = inconclusive; · = no result given; & = joins results of further samples; ! = not confirmed by another sample; [ ] = another dose, or the depositor's remark. Unless noted, the call rests on the fitted dose curve; in most records, active means well fitted curve in the direction sought with a large enough effect; inconclusive means small, poorly fitted or top-dose-only effect, or another doubt; inactive means no such curve, though single readings can be large; an effect the other way counts as inactive or inconclusive. Outcome played no part in choosing rows (roughly 7.8% active in at least one column).

SMILES | GLP-1R agonist | PLK1 PBD block | HEK293 tox | D3 ag | DRD3 antagonist | GLP1R inv ag | PI5P4Ka inh | IL2 activator | WRN inhibitor
COc1ccc(N)c2c1C(=O)c1ccccc1C2=O | 0% | -1% | 6%[1.53 µM] | -15 | ? | 29% | 1 | 0.5 | 20µM*
CCn1c(C)[n+](Cc2ccccc2)c2ccc(Cl)cc21 | -2% | -4% | 4% | 3 | 12 | -19% | -8 | -0.4 | 8%
CCCN(Cc1nnc(-c2ccccc2Cl)o1)C(=O)c1oc2ccccc2c1C | 1% | -7% | 8% | 3 | 41 | ? | 2 | -0.1 | -30%
CCOC(=O)c1cc(NC(=O)c2ccc(Cl)cc2)c(=O)oc1-c1ccccc1 | -1% | -10% | 5% | -2 | 22 | 9% | 2 | -2.4 | -6%
CCn1c(CSc2nc(C)cc(C)n2)nnc1SCC(=O)Nc1ccccc1 | 4% | -1% | 0% | 12 | -4 | 0% | · | 4.3 | 4%
O=[N+]([O-])c1cc(-c2nnc(C34CC5CC(CC(C5)C3)C4)o2)cc([N+](=O)[O-])c1 | -3% | -7% | 3% | -6 | -26 | -2% | 12 | 0.1 | 6%
O=C(COC(=O)c1cccc(S(=O)(=O)N2CCN(c3ccccc3)CC2)c1)NCC1CCCO1 (stereo not given) | 15% | -3% | -3% | 1 | 10 | 13% | -5 | -1.5 | ?
CCOC(=O)N1CCN(C(=O)c2c[nH]c3ccc(S(=O)(=O)N(C)c4ccc(OCC)cc4)cc3c2=O)CC1 | 0% | -12% | 1% | -2 | 15 | 16% | -3 | -3.8 | 0%
CC(C)[C@H](CN1CCC[C@H]1CN1C(N)=NC[C@H]1C(C)C)N1C[C@@H](Cc2ccccc2)N(CCCC2CCCC2)C1=N | 0% | 2% | 3% | -43 | -20 | 13% | 0 | -0.2 | -5%
O=C(C1CCCN1S(=O)(=O)c1ccc(Cl)c(Cl)c1)N1CCOCC1 (stereo not given) | -4% | -3% | -12% | 1 | -8 | -2% | -2 | -1.6 | 2%
COCCN1C(=O)N[C@@H](c2cccc(C(F)(F)F)c2)[C@@H](C(=O)OC)[C@H]1C | -1% | -4% | 19% | 2 | -7 | 0% | 7 | -0.9 | 5%
COc1ccc(S(=O)(=O)NCc2cccnc2)cc1C(=O)N1CCCCC1 | 1% | 3% | 3% | -1 | -1 | 13% | -4 | 3.4 | -2%
CC(C)NS(=O)(=O)c1ccc(OCC(=O)N2CCCC2)cc1 | -12% | -5% | -5% | 3 | 4 | 2% | · | -0.7 | 0%
COc1cccc(OCCOc2ccc(/C=C3/SC(=S)NC3=O)cc2)c1 | -3% | 9.5µM* | -8% | 3 | 28 | 16% | -85* | -1.5 | ?
COc1ccc2ccccc2c1/C=N/Nc1ccc(Cl)c(C(=O)O)c1 | 5% | ? | 76%[activator] | 0 | -3 | 6% | -28 | 0.2 | -30%
CC(C)CC(COCc1ccc(F)cc1)N1CCN(C(=O)c2cccc(C(F)(F)F)c2)CCC1=O (stereo not given) | -2% | 3% | -16% | 8 | -16 | ? | 9 | -0.6 | 9%
N#Cc1c2c(c(NCCOCCO)n3c1nc1ccccc13)CCCC2 | 10% | -3% | 45%[activator] | -4 | 10 | -1% | -7 | -1.0 | -18%
O=[N+]([O-])c1ccc(F)cc1OCc1cccc(S(=O)(=O)N2CCOCC2)c1 | -1% | -7% | 0% | -3 | 1 | 0% | 0 | -5.5 | -11%
COc1ccc(-c2nnnn2-c2ccccc2OC)cc1 | 3% | -17% | ? | -2 | -16 | -27% | · | -1.2 | -5%
Cc1cc(Cl)c(S(=O)(=O)N2CCSCC2)cc1OCC(=O)NC1CCCCC1 | 5% | -13% | 2% | -1 | 39 | 3% | · | -1.9 | 2%

As a working copy, some entries already given:
SMILES | GLP-1R agonist | PLK1 PBD block | HEK293 tox | D3 ag | DRD3 antagonist | GLP1R inv ag | PI5P4Ka inh | IL2 activator | WRN inhibitor
COc1ccc(-c2nnnn2-c2ccccc2OC)cc1 | 3% | -17% | ? | -2 | -16 | -27% | · | -1.2 | -5%
Cc1cc(Cl)c(S(=O)(=O)N2CCSCC2)cc1OCC(=O)NC1CCCCC1 | 5% | -13% | 2% | -1 | 39 | 3% | · | -1.9 | 2%

(continued)
SMILES | GLP-1R agonist | PLK1 PBD block | HEK293 tox | D3 ag | DRD3 antagonist | GLP1R inv ag | PI5P4Ka inh | IL2 activator | WRN inhibitor
CC(C)(C)c1nnc(NC(=O)c2ccc(Cl)nc2)s1 | -1% | -1% | 2% | -3 | -21 | 7% | -1 | -3.9 | -2%
Cc1ccccc1C(=O)NC1CCN(CC(=O)NCc2ccc(F)cc2)CC1 | 0% | -1% | -1% | -9 | -3 | 44%[activator] | 7 | -1.1 | -8%
Cc1ccnc(NC(=O)c2ccc3c(c2)C(=O)N(CCC(C)C)C3=O)c1 | 4% | 5% | -1% | 1 | -3 | 5% | -5 | -2.6 | -30%
CCN(CC)S(=O)(=O)c1ccc(N=NC2=C(O)CCCC2=O)cc1 | -2% | -3% | -7% | 0 | -9 | -4% | 0 | -1.1 | -4%
Cc1cc(NC(=O)CSc2n[nH]c(CC(C)C)n2)no1 | -7% | -2% | 1% | 5 | 13 | 9% | -4 | 1.7 | 12%
Cc1ccc(OCCOCCOc2cccc3cccnc23)c(Br)c1 | 24% | 27µM* | 15% | -4 | -8 | ? | -6 | 0.7 | -20%
CC(=O)Nc1ccc(NC(=O)C(=O)c2cn(CC(=O)N3CCCC3)c3ccccc23)cc1 | -5% | -4% | -1% | 2 | 2 | 10% | 1 | -0.3 | -7%
O=C(c1cccc(S(=O)(=O)N2CCc3ccccc3C2)c1)N1CCN(c2ccc(O)cc2)CC1 | -5% | -3% | 5% | 2 | 9 | -58% | -13 | -1.9 | -8%
CCOC(=O)c1ccc2c(c1)nc(C)n2CC | 6% | -6% | 2% | 0 | 0 | 6% | 1 | 0.6 | -19%
N#Cc1ccc2[nH]c(CO)c(-c3ccccc3)c2c1 | 17% | -4% | 13% | 6 | 24 | ? | -1 | -1.6 | -7%
CC1Cc2ccccc2N1S(=O)(=O)c1cccc(C(=O)N2CCCCC2)c1 (stereo not given) | 1% | -15% | -7% | -6 | ? | ? | 2 | 0.6 | -29%
C[C@@H]1CC=C[C@H]2[C@H]1C(=O)N(Cc1ccccc1)[C@H]2c1ccc(C(F)(F)F)cc1 | -1% | -13% | -5% | -10 | -5 | ? | -4 | 0.7 | -4%
CC(=O)Nc1ccc(S(=O)(=O)NCCC(=O)Nc2ncccc2C)cc1 | 6% | -1% | 14% | -6 | 13 | 10% | 4 | 0.7 | 3%
[O-][n+]1onc2c1CCc1nnc(-c3ccccc3)cc1-2 | -3% | -8% | -1% | 4 | -16 | 0% | -7 | -1.9 | -13%
COc1cccc(N2CCN(C(=O)c3ccc(CS(=O)c4ccc(C)cc4)o3)CC2)c1 (stereo not given) | 30% | -19% | 0% | -18 | -27 | -52% | -5 | -3.2 | 8%
CC(C)CCNC(=O)CN(Cc1ccc2c(c1)OCO2)C(=O)CCC(=O)Nc1ccccn1 | 2% | -6% | -7% | -7 | 9 | -4% | -3 | 0.4 | -14%
COc1ccc(-c2nc3ccc(C)cn3c2Cc2ccc(C)cc2)cc1OC | ? | -9% | 0% | -8 | -16 | 20% | 0 | -0.8 | -14%
Cc1ccc(C(=O)N2CCN(c3cc(=O)[nH]nc3-c3ccccc3)CC2)cc1 | -3% | 2% | -9% | 1 | -1 | 3% | 0 | -0.5 | 3%
O=C(CCC1CCCN(C(=O)c2ccc3cc[nH]c3c2)C1)NCc1ccc(F)c(F)c1 (stereo not given) | 8% | -2% | -4% | -5 | -20 | ? | 1 | -2.5 | -5%
Cc1ccc(Nc2nc(N)nc(CSc3nc4ccccc4s3)n2)cc1 | 7% | 3% | 2%&15% | 45*! | 44 | ? | · | -3.0 | ?
O=C(CSCc1ccccc1Cl)NNC(=S)Nc1ccccc1 | 0% | 0% | 6% | -19 | -11 | 0% | · | -3.4 | -1%
O=C(CCCN1C(=O)/C(=C\c2ccco2)SC1=S)Nc1cccc2ccccc12 | -12% | -10% | -1% | 0 | -15 | -16% | ? | 3.4 | -17%
O=C(CCCCCn1c(=S)[nH]c2cc3c(cc2c1=O)OCO3)NCCc1ccccc1 | 6% | -16% | -11% | 5 | -1 | 0% | 1 | 0.8 | -9%
CCOc1ccc(S(=O)(=O)n2nc(C)c(S(=O)(=O)N3CCCCCC3)c2C)cc1 | 0% | · | 0% | 8 | · | 8% | · | · | ·
COc1cc(/C=N/Nc2ccccn2)cc(OC)c1O | 20% | -22% | 2% | 2 | -5 | 15% | -2 | -0.7 | ?
COc1ccc(Cl)cc1N1C(=O)C2CCCN2C1c1ccc(F)cc1 (stereo not given) | -3% | 1% | -11% | -6 | -7 | 9% | -10 | -3.6 | 9%
CCN(CC(=O)Nc1ccc(NC(C)=O)cc1)C(=O)/C=C/c1ccco1 | 2% | -3% | -4% | 5 | 11 | -6% | -8 | -1.2 | -3%
O=C(c1ccccc1F)N1CCN(c2ccccc2F)CC1 | 1% | ? | -3% | -3 | -6 | -5% | -1 | -0.9 | -7%
C[C@H]1CN([C@@H](C)CO)C(=O)c2cccc(NC(=O)c3ccc(-c4nccs4)cc3)c2O[C@@H]1CN(C)C(=O)Nc1cccc2ccccc12 | -1% | -9% | -7% | -22 | -6 | 14% | -1 | 1.1 | 0%
CC(C)CCNC(=O)Cc1ccc(Nc2nc(=S)[nH]c3ccccc23)cc1 | 13% | -17% | -5% | -6 | -10 | 13% | -17 | 0.0 | -25%
